Screens deposited in PubChem BioAssay by National Center for Advancing Translational Sciences (NCATS).
D3 ag: qHTS of D3 Dopamine Receptor Agonist: qHTS; max activation, %; D3R DiscoveRx beta-arrestin cells, luminescence, 90 min; 410,000 compounds, 0.58% hits; AID 652048, 2013; D(3) dopamine receptor (Homo sapiens), P35462; in the data active means max activation above about 30%; further: 0% is about no effect; mostly tested at two doses, the higher about 12 µM
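Cells at 1500/well, incubated overnight, then treated with pinned compounds (dopamine as control) for 90 min at 37 degrees C. DiscoveRx reagent added for 30 - 60 minutes at room temperature; luminescence read.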
WRN inhibitor: qHTS for Inhibitors of WRN Helicase; Bifunctional 3'-5' exonuclease/ATP-dependent helicase WRN (Homo sapiens), Q14191; WRN helicase unwinding, fluorescent forked duplex, kinetic; Potency, µM (doses to about 114 µM), inactives show top-dose activity change, negative = inhibition, most hits filed as inhibitors; 360,000 compounds, 0.46% hits; AID 651768, 2012; further: potency means the concentration at half of the fitted maximal effect; on the % scale 0 is the no-effect control and ±100 the full control effect; nearly all actives have a fitted effect of over 55% in size
Target sequence (Q14191 whole entry, looked up): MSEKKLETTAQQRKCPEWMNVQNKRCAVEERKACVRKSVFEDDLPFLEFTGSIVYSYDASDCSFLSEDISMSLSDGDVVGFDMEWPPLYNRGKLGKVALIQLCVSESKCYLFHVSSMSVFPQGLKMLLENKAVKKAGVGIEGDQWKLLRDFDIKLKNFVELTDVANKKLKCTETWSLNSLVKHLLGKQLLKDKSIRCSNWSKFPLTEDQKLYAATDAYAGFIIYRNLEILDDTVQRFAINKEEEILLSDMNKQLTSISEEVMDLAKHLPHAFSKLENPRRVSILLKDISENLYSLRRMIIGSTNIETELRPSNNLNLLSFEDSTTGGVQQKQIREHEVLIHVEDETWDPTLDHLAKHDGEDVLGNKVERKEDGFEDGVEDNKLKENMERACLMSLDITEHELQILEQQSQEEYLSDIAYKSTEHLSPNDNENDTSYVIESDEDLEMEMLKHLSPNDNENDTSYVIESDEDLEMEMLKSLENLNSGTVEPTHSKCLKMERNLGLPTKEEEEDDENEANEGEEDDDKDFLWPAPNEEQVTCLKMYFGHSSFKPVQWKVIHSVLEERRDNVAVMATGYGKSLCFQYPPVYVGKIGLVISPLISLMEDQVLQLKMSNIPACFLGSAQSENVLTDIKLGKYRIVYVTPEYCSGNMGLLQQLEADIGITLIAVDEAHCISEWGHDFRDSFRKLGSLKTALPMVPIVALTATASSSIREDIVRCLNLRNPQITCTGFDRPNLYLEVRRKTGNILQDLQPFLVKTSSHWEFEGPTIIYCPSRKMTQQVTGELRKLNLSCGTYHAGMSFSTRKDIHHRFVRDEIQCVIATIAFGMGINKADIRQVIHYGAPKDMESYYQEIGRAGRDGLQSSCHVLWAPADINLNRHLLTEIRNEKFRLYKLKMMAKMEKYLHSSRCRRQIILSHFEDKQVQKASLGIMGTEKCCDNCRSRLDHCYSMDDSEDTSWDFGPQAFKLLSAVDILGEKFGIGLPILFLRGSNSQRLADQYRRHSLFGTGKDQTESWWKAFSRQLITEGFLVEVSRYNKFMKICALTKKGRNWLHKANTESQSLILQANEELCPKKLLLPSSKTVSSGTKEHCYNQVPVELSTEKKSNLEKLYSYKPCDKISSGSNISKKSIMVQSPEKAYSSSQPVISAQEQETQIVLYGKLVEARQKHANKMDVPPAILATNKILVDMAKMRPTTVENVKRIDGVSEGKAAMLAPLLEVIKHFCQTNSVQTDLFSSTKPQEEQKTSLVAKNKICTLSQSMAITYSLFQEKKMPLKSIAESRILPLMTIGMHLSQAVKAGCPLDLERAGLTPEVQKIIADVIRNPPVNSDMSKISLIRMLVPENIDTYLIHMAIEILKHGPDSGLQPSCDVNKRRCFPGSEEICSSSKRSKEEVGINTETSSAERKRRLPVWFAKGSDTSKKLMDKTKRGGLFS
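WRN at 20 nM final was preincubated with compound for 15 min at room temperature; reaction started with 100 nM forked duplex oligonucleotide carrying fluorophore and quencher plus 2 mM ATP (final). Unwinding followed kinetically by red fluorescence (ex 525/em 598 nm).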
IL-2 act: qHTS of IL-2 Activators; IL-2 activation reporter assay, cell-based qHTS; stimulated with anti-CD3/CD4/CD28 beads; in transgenic mouse T cells; activation, % (series mostly up to about 46 µM); 360,000 compounds, 0.065% hits; AID 652025, 2013; in the data active means activation above about 50%; inconclusive means mostly about 30% to 49%; further: 0% is about no effect
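First, unstimulated transgenic mouse T cells were exposed to compound for 60 min. Next, anti-CD3/anti-CD4-coated beads with anti-CD28 were added. Finally, after 18 h at 37 degrees C, EGFP and DsRed were imaged.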
D3 antag: qHTS of D3 Dopamine Receptor Antagonist: qHTS. D(3) dopamine receptor (Homo sapiens), P35462. 360,000 compounds, 2.5% hits. max response, negative = inhibition, %. D3R cells, DiscoveRx beta-arrestin luminescence, antagonist mode; active compounds read low; in the data active means max response below about -50%; inconclusive means no clear call, values can overlap the other calls; further: on the % scale 0 is the no-effect control and ±100 the full control effect; mostly tested at two doses, the higher about 12 µM
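Cells expressing the human receptor were seeded at 1500 cells/well, incubated overnight at 37 degrees C in 5% CO2, then exposed to library compounds with dopamine controls for 90 minutes at 37 degrees C before luminescent detection.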
GLP1R ag: qHTS of GLP-1 Receptor Agonists; Glucagon-like peptide 1 receptor (Homo sapiens), P43220; HEK293 GLP-1R CRE-luciferase, luminescence, 4-6 h; cells express a hypersensitive GLP-1R form; Potency, µM (top dose mostly 45.6 µM), for inactives: top-dose activation, most hits filed as activators; 380,000 compounds, 0.007% hits; AID 624172, 2012; further: potency means the concentration at half of the fitted maximal effect; % of control where 0% means no effect
PLK1 PBD inh: qHTS for Inhibitors of PLK1-PDB (polo-like kinase 1 - polo-box domain): Primary Screen; Serine/threonine-protein kinase PLK1 (Homo sapiens), P53350; Plk1 PBD binding of FITC phosphopeptide, fluorescence polarization; Potency, µM, for inactives: max response, negative = inhibition, most hits filed as inhibitors; 360,000 compounds, 2.8% hits; AID 720504, 2013; further: potency means the concentration at half of the fitted maximal effect; series mostly up to about 57 µM; on the % scale 0 is the no-effect control and ±100 the full control effect; nearly all actives have a fitted effect of over 65% in size
GLP1R cytotox: qHTS of GLP-1 Receptor Inverse Agonists: Cytotox Screen; 410,000 compounds, 0.13% hits; Potency, µM (doses to about 38.3 µM), for inactives: at the top dose activity change, negative = inhibition, hits mostly inhibitors; HEK293 cAMP-luciferase reporter cells, luminescence, 24 h;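 further: loss of luciferase light is scored as toxicity; potency means the concentration at half of the fitted maximal effect; on the % scale 0 is the no-effect control and ±100 the full control effect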
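Compound-treated cells are incubated 24 hr at 37 deg C under 5% CO2 after a 12 hour attachment period, then luciferase detection reagent is added and luminescence is measured following 12 min at room temperature; lowered signal indicates toxicity.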
GLP-1R inv ag: qHTS of GLP-1 Receptor Inverse Agonists (Inhibition Mode) | 410,000 compounds, 1.6% hits | HEK293 GLP-1R CRE-luciferase, luminescence, 24 h; GLP-1R form is constitutively active | Potency, µM (top dose mostly 38.3 µM), for inactives: top-dose activity change, negative = inhibition, most hits filed as inhibitors | Glucagon-like peptide 1 receptor (Homo sapiens), P43220 | AID 624417, 2012; further: potency means the concentration at half of the fitted maximal effect; on the % scale 0 is the no-effect control and ±100 the full control effect; nearly all actives have a fitted effect of over 55% in size
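Assay principle: reduced luminescence from a cAMP-responsive reporter in HEK293 cells co-expressing a constitutively active GLP-1R. Conditions: 24 hr compound incubation, 37 deg C, 5% CO2.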
PI5P4Ka inh: qHTS for Inhibitors of phosphatidylinositol 5-phosphate 4-kinase (PI5P4K). 330,000 compounds, 1.2% hits. PI5P4Kalpha enzyme, ADP-Glo luminescence, 60 min; active compounds read low. AID 652105, 2013. max response, %. Phosphatidylinositol 5-phosphate 4-kinase type-2 alpha (Homo sapiens), P48426; active means max response of -50% or lower; inconclusive means between -30% and -50%; inactive means -30% or higher; further: value at the top dose of about 77 µM; on the % scale 0 is the no-effect control and ±100 the full control effect
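Quantitative HTS of the MLSMR library against PI5P4Kalpha with substrate. ATP added last at 5 microM final; room temperature, 60 minutes. Remaining ATP depleted, ADP converted and read as luminescence.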
* = called active by the depositor; ? = inconclusive; / = no result given; [ ] = remark or other dose. Unless noted, the call rests on the fitted dose curve; in most records, active means well fitted curve in the direction sought with a large enough effect; inconclusive means small, poorly fitted or top-dose-only effect, or another doubt; inactive means no such curve, though single readings can be large; an effect the other way counts as inactive or inconclusive. This is a random part of the collection; overall some 7.8% were active at least once.

nr	SMILES	D3 ag	WRN inhibitor	IL-2 act	D3 antag	GLP1R ag	PLK1 PBD inh	GLP1R cytotox	GLP-1R inv ag	PI5P4Ka inh
1	CCCCC(=O)N(C)c1c(C)nc2ccc(C(=O)N3CCN(C(C)=O)CC3)cn12	17	6%	-0.1	24	-6%	2%	3%	27%	-1
2	Cn1ncc2c(N)nc(NCCO)nc21	-4	-23%	0.2	-11	1%	-1%	-4%	12%	-20
3	COCCNC(=O)[C@@H]1CSC2c3ccccc3C(=O)N21 (some centres not stated)	-8	6%	-1.1	-7	0%	?	4%	18%	-10
4	COc1cc(NC(=O)c2cccc(Cl)c2)c(OC)cc1NC(=O)CN1CCCCC1	5	-7%	-0.8	14	20%	30µM*	-12%[7.66 µM]	?	0
5	COc1ccc(-n2nnnc2SCC(=O)Nc2cccc(O)c2)cc1	0	-12%	0.5	7	14%	-4%	5%	4%	-8
6	COc1ccc(Br)cc1CN1CCN(S(=O)(=O)Cc2ccccc2)CC1	-6	?	-4.4	-16	-7%	-11%	1%	-2%	-5
7	O=C(Nc1nc(-c2ccc3c(c2)OCO3)cs1)c1ccncc1	-2	-33%	0.9	-7	-2%	-14%	?	?	2
8	CCOCCCNC(=S)N1C2CCC1CC(NC(=O)NC13CC4CC(CC(C4)C1)C3)C2 (configuration not stated)	-6	-7%	21	-2	0%	-3%	15%	?	/
9	Cc1[nH]c(SCC(=O)c2c(N)n(C)c(=O)n(C)c2=O)nc1Cc1ccccc1	4	-20%	-4.2	-11	-3%	-9%	-5%	18%	-3
10	Cc1csc2nc(O)c(C(=O)NCCCc3ccccc3)c(=O)n12	5	-33%	0.2	27	-7%	-2%	-1%	?	0
11	CCCCCCCNC(=O)C1(CC2CC(c3cccc(Br)c3)=NO2)CCN(C(=O)Cc2ccc(F)cc2)CC1 (configuration not stated)	-8	7%	-0.6	0	13%	1%	?	?	1
12	CCOC(=O)Cc1cc(-c2ccccc2)nc2ccc3ccccc3c12	5	-8%	-0.5	27	4%	2%	-4%	?	4
13	COc1ccc(NC(=O)CSc2ccccn2)cc1	0	0%[57.1 µM]	-3.0	-5	-6%	-12%	2%	14%	-8
14	O=C1c2ccccc2C(=O)N1n1cccc1	-2	-6%	0.2	11	-5%	-2%	0%	20%	-6
15	O=C(NNC(=O)c1cc(-c2ccc(Cl)c(Cl)c2)nc2ccccc12)Nc1ccccc1	-9	-20%	-6.5	0	-3%	-3%	4%	0%	-11
16	COc1ccc(N/C=C(\C#N)S(=O)(=O)c2ccc(Cl)cc2)c(OC)c1	1	-3%	-1.2	-2	8%	-7%	46%[activator]	5%	0
17	O=C(O)c1ccccc1C1=Nc2ccc(O)cc2Oc2cc(O)ccc21	2	?	3.5	44	-22%	?	13%	0%	?
18	COC(=O)C1=C(CSc2nc3ccccc3s2)NC(=O)NC1c1ccc(F)cc1 (configuration not stated)	3	-25%[57.1 µM]	-6.0	-17	10%	?	10%	?	-19
19	COc1ccc(C(CCc2ccc(C)o2)NC(=O)Nc2ccc(OC)cc2OC)cc1 (configuration not stated)	-24	-13%	-0.5	?	4%	-2%	-8%	-2%	/
20	Cc1cccc(C)c1NC(=O)CN(C)C(=O)COc1cccc2c1OC(C)(C)C2	-9	-4%	0.1	6	4%	4%	10%	10%	-2
21	O=C(O)/C=C\C(=O)Nc1ccccc1C#Cc1ccccc1	-6	-3%	3.7	24	1%	-9%	1%	-19%	/
22	O=S(=O)(Nc1cccnc1Cl)c1ccc2c(c1)OCCO2	5	-10%	-1.4	-9	4%	-8%	6%	0%	/
23	Cc1cc(C)c2c(CN3CCCCC3)cc(=O)oc2c1	2	-3%[57.1 µM]	-0.1	4	14%	1%	-11%	-24%	4
24	CC1(C(=O)Nc2ccc3ccccc3c2)CCC(=O)N1C1CC1 (configuration not stated)	0	4%	0.1	23	-3%	-7%	-11%	1%	14
25	O=C(CCSc1ccccc1)NC(=O)COC(=O)C1CCCCC1	4	-10%	-2.3	0	0%	-4%	0%	0%	6
26	Cc1cc2cc3c(N)[nH]nc3nc2cc1C	-4	1%	-1.0	29	15%	-1%	4%	87%[activator]	0
27	CCOC(=O)Cc1csc(NC(=O)c2cnc3sc(C)cn3c2=O)n1	13	-5%	-1.8	22	8%	-6%	4%	23%	-3
28	CN1CCN(CC(=O)Nc2nnc(-c3cccs3)s2)CC1	2	-26%[57.1 µM]	-0.3	10	3%	1%	0%[1.53 µM]	10%	2
29	COc1cccc(-n2c(Cc3cc(=O)[nH]c(=O)[nH]3)nnc2SCC(=O)NC2CCCCC2)c1	4	1%	-3.5	3	-2%	1%	-1%	0%	1
30	COc1ccc(Cl)cc1NC(=O)CN1CCc2ccccc21	1	-3%	1.1	2	15%	4%	0%	10µM*	2
31	COc1ccc(C(=O)COC(=O)CN2C(=O)C3C4C=CC(C5CC45)C3C2=O)cc1 (configuration not stated)	7	6%	0.2	-28	0%	-4%	0%	1%	7
32	CC1(C)CC(=O)C=C(NCC2CCCO2)C1 (configuration not stated)	3	-2%	-2.1	19	-6%	-3%	-3%	-3%	/
33	Cc1ccc(S(=O)(=O)N2CCN(C(=O)/C=C/c3ccccc3)CC2)cc1C	6	-10%	-1.0	17	0%	-5%	0%	?	5
34	Cc1ccc(CSc2ccc3nnc(-c4cccnc4)n3n2)cc1	25	-13%	-2.8	138	11%	0%	2%	88%[activator]	-5
35	CCN(CC)S(=O)(=O)c1cccc(C(=O)NC(C(=O)NNC(=O)c2ccccc2F)C(C)C)c1 (configuration not stated)	-1	7%	0.1	10	-31%	-10%	51%[activator]	-18%	1
36	COc1ccc(N/C=C2/Sc3ccccc3NC2=O)cc1	1	-3%	0.2	14	?	-8%	11%	24%	-55*
37	O=C1CC(C(=O)N2CCN(c3ccc(F)cc3)CC2)CN1CCc1ccccc1 (configuration not stated)	-2	-8%	-1.9	?	2%	3%	-10%	-4%	-4
38	COC(=O)CSc1nnc2n(-c3ccccc3)c(=O)c3c4c(sc3n12)COC(C(C)C)C4 (configuration not stated)	-8	/	/	/	9%	/	-4%	-1%	/
39	Cc1ccc(/C=N/Nc2nc(C)cc(C)n2)cc1	-14	-10%	-2.4	?	-1%	-12%	-7%	0%	-15
40	CC(=C/c1ccccc1)/C=N/NC(=O)CSc1nc(C)cc(C)n1	0	-2%	-3.6	13	-3%	-22%	3%	-18%	-1
41	Cc1c(NC(=O)Nc2cccs2)cccc1[N+](=O)[O-]	-10	1%	0.9	-12	1%	1%	2%	-19%	0
42	Cc1ccc(NC(=O)NNC(=O)C2CCN(Cc3ccc(F)cc3Cl)CC2)cc1	-2	-12%	-0.2	0	-1%	2%	-8%	?	0
43	CC(C)CCN(C)C1CCN(S(=O)(=O)c2cccc(C(F)(F)F)c2)CC1	3	2%	-0.2	?	1%	-22%	-3%	?	1
44	Cc1cccc(C)c1N1C(=O)c2ccccc2NC(=O)C1C(=O)NCCOc1ccccc1 (configuration not stated)	1	-2%	0.0	-5	/	1%	3%	16%	-5
45	CC1CCN(c2cc(N3CCC(C)CC3)c([N+](=O)[O-])cc2/C=C(\C#N)c2nn(-c3ccccc3)c(N)c2C#N)CC1	-4	9%	0.5	-9	-1%	-8%	0%	7%	1
46	Cc1nc(NC(=O)CSC2=NCCS2)sc1C(=O)N(C)C	7	-9%	-2.2	-10	-3%	-16%	-17%	7%	-12
47	Cc1cccc(C(=O)NNS(=O)(=O)c2ccccc2[N+](=O)[O-])c1	-3	-1%	-3.6	-6	22%	?	9%	-5%	2
48	c1cnc(Nc2nc(-c3ccc4ccccc4c3)cs2)nc1	0	1%	-1.2	-2	-2%	-8%	0%	42%[activator]	/
49	COc1ccc(N=NC2=C(O)CC(C)(C)CC2=O)cc1	-5	-1%	-1.9	-10	-6%	-12%	4%	32%[activator]	-2
50	O=c1[nH]c2ccccc2cc1CN(CC1CCCO1)S(=O)(=O)c1ccc(Cl)cc1 (configuration not stated)	0	-4%	-0.8	21	9%	-8%	-14%	-29%	-2
51	O=C1C2CCCCN2C(=O)N1CCN1CCN(c2ccc([N+](=O)[O-])cc2)CC1 (configuration not stated)	-15	7%	-0.1	0	3%	-10%	-31%	-1%	-1
52	CCOC(=O)c1c(-c2ccc(F)cc2)csc1NC(=O)C1CC=CCC1C(=O)O (configuration not stated)	3	-27%	-0.2	-13	10%	24µM*	-5%	0%	-8
53	COc1ccc(OCC(=O)Nc2ccc(NC(=O)c3cccs3)c(OC)c2)cc1	-9	1%	-1.3	-3	0%	-10%	6%	19%	3
54	CC(C)C(O)(C#CCN1CCCCCC1)c1ccccc1 (configuration not stated)	-10	3%	-4.0	-60*	3%	-7%	8%	?	3
55	O=C(Nc1ccc(N=Nc2ccccc2)cc1)c1ccc(Cl)cc1Cl	10	-6%	-1.4	5	0%	-6%	14%	9%	/
56	CCCOc1ccc(C(=O)NNC(=S)NC(=O)CC)cc1	-14	5%	2.7	?	-17%	-8%	-4%	0%	/
